LANA DNA inh: blocks KSHV LANA C-terminal domain binding to DNA; MBP-C-LANA/FAM-LBS DNA binding, fluorescence polarization; 340,000 compounds, 0.078% hits; inhibition, % at 9 µM;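 active = highest replicate inhibition at or above 60% at 9 µM, even if other replicates fall short; inactive = all replicates below 60% inhibition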;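 also: 0% = neutral control wells and 100% = 4 µM acridine orange control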
Pemphigus Ab inh: inhibitors of pemphigus antibody binding to human desmoglein-3. P32926. AID 588358. DSG3-coupled beads, scFv-anti-DSG3-GFP binding, flow cytometry; stronger effect = lower value. 310,000 compounds, 0.48% hits. binding (percent of control), % at 10 µM;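 active = binding more than 3 SD below its plate's average and above zero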; also: some compounds called inactive have numbers as strong as hits
RTF Ca sens inh: cardiac RTF calcium desensitization | inhibition, % at 7.15 µM | 340,000 compounds, 0.12% hits | IANBD-labeled cardiac RTF, Ca2+ fluorescence | P19429+P45379;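 active = inhibition above the mean inhibition of all tested compounds plus 3 SD, cut at about 17% in these data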;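 also: assay run at fixed EC70 calcium of 1.6 mM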
DAGLB inhibitor: diacylglycerol lipase beta (human) inhibition; Q8NCG7; HEK293T DAGLB membrane lysate, EnzChek fluorogenic substrate; inhibition, % at 5.17 µM; 340,000 compounds, 0.059% hits; AID 504411; in the data active = inhibition above about 34%;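 also: 0% = enzyme with vehicle and 100% = wells lacking enzyme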
Keap1 Nrf2 FP: disrupts human Keap1 binding to Nrf2 peptide. Keap1 Kelch-Nrf2 peptide fluorescence polarization, 1536-well. inhibition, % at 9.4 µM. 340,000 compounds, 0.15% hits; in the data active = inhibition above about 12%;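 also: human Keap1 Kelch domain with fluorescein labeled Nrf2 9mer peptide probe; 0% = neutral control wells and 100% = peptide positive control; higher means more block of Keap1 binding to Nrf2 peptide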
CAL PDZ FP-1: human CAL PDZ-peptide interaction inhibition | AID 504414 | purified CAL PDZ, TMR-peptide fluorescence polarization, 1 h | 330,000 compounds, 0.02% hits | inhibition, % at 20 µM;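 active = highest replicate inhibition of at least 40%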;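 also: plate controls were DMSO neutral control wells for no effect and unlabeled competitor peptide control wells for full effect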
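System: tagged CAL PDZ domain. Schedule: 1 h room-temperature incubation prior to read. Signal: fluorescence polarization (mP). Measure: percent inhibition from loss of millipolarization.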
CAL PDZ FP-2: inhibitors of human CAL PDZ peptide binding; Q9HD26; purified CAL PDZ, TMR-peptide fluorescence polarization, 1 h; inhibition, % at 24.9 µM; 300,000 compounds, 0.92% hits; AID 602252;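 active = mean inhibition of at least 30% with at least half of replicates also reaching 30%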;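 also: 0% = DMSO neutral control and 100% = excess unlabeled competitor peptide PRC23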
NSD2 inh: blocks human histone methyltransferase NSD2. O96028. NSD2 peptide methylation, AlphaScreen, 120 min. inhibition, % at 12.5 µM. 310,000 compounds, 0.54% hits; in the data active = inhibition above about 50%
Target sequence (O96028 whole entry, looked up): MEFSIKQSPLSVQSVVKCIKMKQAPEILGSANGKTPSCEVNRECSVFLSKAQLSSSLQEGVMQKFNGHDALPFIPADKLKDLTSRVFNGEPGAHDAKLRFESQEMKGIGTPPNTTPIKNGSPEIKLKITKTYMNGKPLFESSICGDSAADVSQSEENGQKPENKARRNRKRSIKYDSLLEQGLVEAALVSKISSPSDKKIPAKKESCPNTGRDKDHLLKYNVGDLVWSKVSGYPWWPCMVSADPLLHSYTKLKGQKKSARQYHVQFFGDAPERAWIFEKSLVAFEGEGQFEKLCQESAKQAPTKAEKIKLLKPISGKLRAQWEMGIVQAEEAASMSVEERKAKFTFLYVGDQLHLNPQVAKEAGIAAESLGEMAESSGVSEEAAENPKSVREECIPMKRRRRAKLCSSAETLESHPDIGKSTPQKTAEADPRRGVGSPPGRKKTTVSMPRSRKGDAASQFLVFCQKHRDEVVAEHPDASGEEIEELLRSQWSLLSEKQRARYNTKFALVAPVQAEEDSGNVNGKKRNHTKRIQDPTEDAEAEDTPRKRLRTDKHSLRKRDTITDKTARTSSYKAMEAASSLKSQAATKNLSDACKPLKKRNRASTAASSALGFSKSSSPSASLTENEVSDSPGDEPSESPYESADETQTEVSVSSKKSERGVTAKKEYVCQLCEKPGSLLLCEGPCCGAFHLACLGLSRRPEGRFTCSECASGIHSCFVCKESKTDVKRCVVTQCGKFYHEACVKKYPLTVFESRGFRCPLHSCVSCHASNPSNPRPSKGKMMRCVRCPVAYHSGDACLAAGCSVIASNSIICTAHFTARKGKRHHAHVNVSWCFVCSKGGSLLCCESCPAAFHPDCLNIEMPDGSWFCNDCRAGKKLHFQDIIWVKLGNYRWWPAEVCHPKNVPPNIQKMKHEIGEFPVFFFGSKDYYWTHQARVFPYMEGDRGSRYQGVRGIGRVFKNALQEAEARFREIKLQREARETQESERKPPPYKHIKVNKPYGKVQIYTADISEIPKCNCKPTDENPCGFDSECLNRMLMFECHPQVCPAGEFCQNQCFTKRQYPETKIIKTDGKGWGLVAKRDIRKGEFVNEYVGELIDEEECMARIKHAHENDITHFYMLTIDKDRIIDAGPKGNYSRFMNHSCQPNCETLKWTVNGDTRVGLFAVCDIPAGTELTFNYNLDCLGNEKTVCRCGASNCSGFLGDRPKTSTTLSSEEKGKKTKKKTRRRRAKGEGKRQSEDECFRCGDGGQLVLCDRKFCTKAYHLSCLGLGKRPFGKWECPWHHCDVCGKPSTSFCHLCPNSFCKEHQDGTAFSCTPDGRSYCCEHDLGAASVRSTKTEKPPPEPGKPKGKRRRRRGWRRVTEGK
Arrestin-AP2 inh: blocks beta-arrestin peptide binding to AP2 adaptin; FITC-arrestin peptide / GST-AP2 beads, flow cytometry; AP2 beta2 appendage carries R879A mutation; inhibition, % at 10 µM; 340,000 compounds, 0.31% hits; AID 504490;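 active = inhibition above a set limit, near 3 SD of compounds lacking own fluorescence, cut at about 54% in these data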;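 also: plate controls were DMSO wells for no effect and 5 µM unlabelled arrestin peptide for full effect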
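Test system: GST-tagged AP2 beta2-adaptin appendage (R879A) on 4 µm glutathione beads; also added: fluorescein-tagged arrestin peptide at 50 nM final; timing: 12 min plus 1 h, RT; signal: flow cytometry, FL1 (488/535 nm); read-out: percent drop in bead-associated FITC signal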
V-ATPase pH: regulators of yeast V-ATPase proton transport | S. cerevisiae, pHLuorin cytosolic pH fluorescence | response, % at 10 µM | 350,000 compounds, 0.37% hits; in the data active = response mostly above about 7.3%, no sharp cut-off; inactive = mostly below about 5.4%; also: actives read high; inactives centre near 0; some compounds called inactive have numbers as strong as hits; reference of the scale not given here
Active calls of the source: *; · = not tested or not shown. These rows are one share of the data, so the mix of outcomes need not match the whole.

Sequence of screens – DAGLB inhibitor	V-ATPase pH	RTF Ca sens inh	CAL PDZ FP-2	NSD2 inh	LANA DNA inh	Pemphigus Ab inh	Keap1 Nrf2 FP	CAL PDZ FP-1	Arrestin-AP2 inh
#1 Cc1sc(NC(=O)CN2CCN(c3ccccn3)CC2)c(C#N)c1C
 : -2	-5	1	-5	1	1.0	95	0	-1.3	6
#2 COc1cc(NC(=O)CC(C)n2ccnc2)cc(OC)c1 (centres undefined)
 : -2	-1	2	-3	5	1.0	94	-5	-2.2	11
#3 CC(=O)c1ccc(OCC(O)CN2CCN(S(=O)(=O)c3c(C)c(C)cc(C)c3C)CC2)cc1 (centres undefined)
 : 3	6	-45	-3	·	0.3	106	-5	-0.9	-7
#4 Cc1ccc(S(=O)(=O)N[C@H](C(=O)N2CCC(C(=O)N[C@H](C(=O)O)c3ccccc3)CC2)C(C)C)cc1
 : 0	-1	1	2	·	2.9	·	-1	0.4	1
#5 COc1ccc(C(=O)C[n+]2ccccc2C)cc1
 : -1	-1	0	0	3	-2.5	107	-6	0.5	2
#6 Nc1nc(N)c2nc(-c3ccccc3)c(N)nc2n1
 : 3	-4	7	2	·	-1.5	93	2	-1.0	-2
#7 CC1CCCCC12NC(=O)N(CC(=O)Nc1cccnc1Cl)C2=O (centres undefined)
 : -2	-1	-11	0	2	-1.8	109	-2	-0.4	-12
#8 Clc1cccc(CNCCNCc2cccc(Cl)c2)c1
 : -15	-2	3	4	0	-1.2	109	-8	-0.5	4
#9 Cc1cc(=O)oc2cc(OCC(=O)NC3(C#N)CCCCC3)c(Cl)cc12
 : 0	-1	1	-1	-1	-0.3	106	-2	-2.3	-7
#10 O=[N+]([O-])c1ccccc1C(=Nc1ccccc1)c1c(O)cc(O)cc1O
 : 31	-3	·	·	4	·	106	·	·	·
#11 CCOC(=O)C1CCN(C(=O)Cn2cc3c(n2)CCC(C)C3)CC1 (centres undefined)
 : -2	-1	-3	-5	·	2.4	113	-2	-0.1	-5
#12 O=C(COC(=O)c1ccc2ncsc2c1)Nc1cccc(Cl)c1
 : -7	3	1	-4	-1	-0.3	105	-3	-0.4	-7
#13 COc1ccc(CCNC(N)=S)cc1OC
 : 0	0	-6	-1	-3	0.1	103	-2	-0.6	0
#14 COc1ccc(NC2CC(=O)N(c3cccc([N+](=O)[O-])c3)C2=O)cc1 (centres undefined)
 : 5	-2	-8	5	1	0.8	114	-4	-1.3	0
#15 COc1ccc(CNC(=O)CCc2cc(OC)c(OC)c(OC)c2)cc1
 : 0	-3	-4	1	-3	-4.8	96	4	0.1	-5
#16 O=C(c1cccc([N+](=O)[O-])c1)N1CCN(S(=O)(=O)/C=C/c2ccccc2)CC1
 : 2	0	-2	-4	4	-2.0	·	0	-0.1	-3
#17 O=C(Cc1ccccc1)NCCS(=O)c1ccc(Cl)cc1 (centres undefined)
 : -1	0	3	·	2	-1.4	109	-1	0.2	4
#18 Cc1cc(NS(C)(=O)=O)c(=O)n(Cc2cccc(F)c2)c1
 : 1	2	-10	-1	27	-0.8	100	-1	-0.1	-17
#19 C/C(=N\NC(=O)c1ccc(Br)cc1)c1cccc(NC(=O)c2cccnc2)c1
 : -3	2	-14	-4	0	-2.1	82	-3	-2.5	2
#20 CCN(CC(=O)Nc1cccc(OC)c1)CC(=O)Nc1ccccc1C
 : -4	-1	3	·	-2	0.7	98	-4	0.4	8
#21 CC1Oc2ccccc2C=C1/C=N/NC(=O)[C@@H](C)NC(=O)OC(C)(C)C (some centres undefined)
 : 0	0	1	-4	-1	0.9	96	-4	-1.6	-3
#22 CC1=C(C(=O)OC2CCCC2)C(c2coc3ccccc3c2=O)C2=C(CCCC2=O)N1 (centres undefined)
 : -2	0	-8	·	4	0.1	100	4	-1.4	-19
#23 C=CCN1C(=O)/C(=C/C=C2/N(CC)c3ccc(S(=O)(=O)N(C)C)cc3N2CC)SC1=S
 : -46	0	-445	-1	5	-27	112	-40	-1.1	13
#24 COc1cccc(OCC(=O)Nc2ccc(OC)c(OC)c2)c1
 : -4	-4	3	1	2	-2.2	101	0	-2.5	-6
#25 Cc1cc2occ(CC(=O)N(C)CC(=O)Nc3ccccc3Cl)c2cc1C
 : -3	4	6	-4	-1	-0.1	102	4	-3.0	-6
#26 CCCCC(=O)NC(=S)Nc1ccccc1N1CCCCC1
 : -7	1	-1	-1	1	0.1	101	-1	-1.6	11
#27 O=C(NCCCn1ccnc1)c1ccc2ccccc2c1
 : 0	0	-17	5	0	-0.5	·	-2	-2.0	-1
#28 CC(=O)Oc1ccc(C2(C)CC(C)(C)Oc3cc(OC(C)=O)ccc32)c(OC(C)=O)c1 (centres undefined)
 : -8	4	-13	-4	2	0.7	107	0	-0.8	19
#29 COc1ccc(CCNC(=O)CN2C(=O)NC(CCSC)C2=O)cc1 (centres undefined)
 : 0	-2	-4	5	-4	-0.1	100	-2	-1.1	22
#30 CN(C)CCNC(=O)c1cc2cc(Br)ccc2oc1=O
 : 0	-2	4	-2	0	0.1	111	-3	0.4	5

Given as a markdown table: two of the compounds above.
| nr | molecule | DAGLB inhibitor | V-ATPase pH | RTF Ca sens inh | CAL PDZ FP-2 | NSD2 inh | LANA DNA inh | Pemphigus Ab inh | Keap1 Nrf2 FP | CAL PDZ FP-1 | Arrestin-AP2 inh |
| --- | --- | --- | --- | --- | --- | --- | --- | --- | --- | --- | --- |
| 18 | Cc1cc(NS(C)(=O)=O)c(=O)n(Cc2cccc(F)c2)c1 | 1 | 2 | -10 | -1 | 27 | -0.8 | 100 | -1 | -0.1 | -17 |
| 2 | COc1cc(NC(=O)CC(C)n2ccnc2)cc(OC)c1 (centres undefined) | -2 | -1 | 2 | -3 | 5 | 1.0 | 94 | -5 | -2.2 | 11 |

Remaining list, next part.
Sequence of screens – DAGLB inhibitor	V-ATPase pH	RTF Ca sens inh	CAL PDZ FP-2	NSD2 inh	LANA DNA inh	Pemphigus Ab inh	Keap1 Nrf2 FP	CAL PDZ FP-1	Arrestin-AP2 inh
#31 Cc1ccc(-n2nnnc2SCC(=O)NNC(=O)c2ccc([N+](=O)[O-])cc2)cc1
 : -1	-3	2	-3	-3	1.5	97	-1	-7.2	-17
#32 Fc1cc(NCc2ccccc2)nc(NCc2ccccc2)n1
 : -5	2	-3	0	4	-0.8	104	-8	-3.2	3
#33 COc1cccc(-c2nnc(SCC(=O)NCc3ccc4c(c3)OCO4)n2Cc2ccco2)c1
 : 3	3	-12	-2	1	-0.7	111	-7	-6.6	9
#34 CCOc1ccc(NC(=O)Nc2cc(C)on2)cc1
 : 0	1	-6	0	-4	0.4	·	-3	-0.1	1
#35 CN(C)S(=O)(=O)c1ccc(Cl)c(NC(=O)COC(=O)CCC2CCCCC2)c1
 : -7	1	8	·	-2	0.3	89	0	-0.9	-7
#36 CCSc1nnc(NC(=O)CN2C(=O)C3CC=CCC3C2=O)s1 (centres undefined)
 : -1	6	-18	6	0	6.0	90	6	-1.5	36
#37 COc1ccc(CN(C(=O)c2cccs2)c2ccccc2)cc1
 : -5	-2	2	-4	-2	-1.3	119	1	-1.8	-13
#38 CCOC(=O)NC(N(O)c1cccc(Cl)c1)C(Cl)(Cl)Cl (centres undefined)
 : ·	0	·	·	-1	·	108	·	·	-5
#39 CCOc1ccccc1C(=O)NCC(=O)OCC(=O)N1C(C)CCCC1C (centres undefined)
 : 0	-4	-9	-1	1	-1.2	98	-3	-0.4	1
#40 Cc1ccc(NC(=O)Nc2cc(C(F)(F)F)c[nH]c2=O)cc1
 : -2	0	-2	-2	-7	1.7	·	1	-2.9	15
#41 O=C(COc1ccc2c(-c3ccccc3)cc(=O)oc2c1)Nc1ccc(CN2CCOCC2)cc1
 : -1	-4	-2	-4	-2	-0.1	104	0	-1.8	-1
#42 CC1CCC(NS(=O)(=O)c2ccc3c(c2)n(C)c(=O)c(=O)n3C)CC1 (centres undefined)
 : 0	-2	-12	-4	1	-0.8	96	2	22	6
#43 C/C(=C\C(=O)c1ccccc1)Nc1ccc2c(c1)OCO2
 : -1	-2	-15	0	10	1.3	98	-1	0.1	0
#44 O=C(N/N=C/c1cccn1-c1ccc([N+](=O)[O-])cc1)c1cccnc1
 : 3	-3	-7	-3	4	0.6	99	0	0.8	-1
#45 CCOC(=O)C1=C(C)N=C2SC(C)C(=O)N2C1c1ccc(OCC)c(OCC)c1 (centres undefined)
 : -6	-5	-4	-3	3	-0.9	101	-2	-1.0	-1
#46 CCC1(C)Cc2ccccc2-c2nc[nH]c(=O)c21 (centres undefined)
 : 3	0	1	-4	-1	-3.3	94	3	-1.3	-13
#47 O=C(NCCCN1CCOCC1)c1ccc2ccccc2c1
 : 1	0	-4	1	0	1.1	101	0	-2.0	-4
#48 CC(C)(C)N1C(=O)[C@H]2[C@@H](c3ccc(Br)cc3)N3C(=O)N(c4cccc(F)c4)C(=O)[C@@]3(C)[C@H]2C1=O
 : -3	-1	-10	-1	·	-0.7	103	-5	-1.2	-4
#49 CC(=O)Nc1ccc(S(=O)(=O)N2CCN(C(=O)C3COc4ccccc4O3)CC2)cc1 (centres undefined)
 : -1	5	-2	-3	3	0.8	106	-3	-1.3	-2
#50 CCOC(=O)c1ccc(-c2c(-c3ccc(OC)cc3)oc(=O)c3cc(OC)c(OC)cc23)cc1F
 : -5	0	-11	0	·	1.2	111	-4	-0.6	5
#51 Cc1ccc(NC(=S)NCCCN2CCOCC2)cc1C
 : -3	-4	-2	-3	0	2.9	102	-3	-0.6	33
#52 O=C(NCc1ccc(F)cc1)Nc1ccc(Cl)cc1
 : -1	-1	-10	1	13	-0.1	119	-1	0.5	18
#53 CC(C)c1c(O)nc(SCCC(=O)O)[nH]c1=O
 : 3	-2	-2	-6	·	0.6	99	2	-2.9	-10
#54 COc1ccc(CN2C(=O)c3cccnc3C2=O)cc1S(=O)(=O)N(C)c1ccc(C)cc1
 : 0	-1	-6	-7	-3	-2.2	·	-3	0.0	30
#55 CCOC(=O)c1sc(NC(=O)CS(=O)(=O)c2ccc(C)cc2)nc1C
 : 2	0	3	-2	4	-1.1	111	-1	-2.6	-7
#56 O=C(OCc1c(Cl)cccc1Cl)c1ccncc1
 : 1	-3	-30	-2	-3	0.1	97	-2	-0.8	17

Source: PubChem BioAssay (several laboratories)
